Source: PubChem
phage Ecoli inh: E. coli growth loss with phage present. growth absorbance. inhibition, % at 11.9 µM. actives 0.26% (n = 360,000); in the data active means inhibition above about 11%
AddAB inh: less growth of phage-infected E. coli with AddAB. E. coli expressing H. pylori AddAB, absorbance growth. AID 435030. inhibition, % at 11.9 µM. actives 0.29% (n = 330,000); in the data active means inhibition above about 12%;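 further: 0% = vehicle wells of infected cells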
Arrestin-AP2 inh: inhibitors of human beta-arrestin and AP2 interaction | FITC-arrestin peptide / GST-AP2 beads, flow cytometry; AP2 beta2 appendage carries R879A mutation | inhibition, % at 10 µM | AID 504490 | actives 0.31% (n = 340,000);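 active means inhibition above a set limit, near 3 SD of compounds lacking own fluorescence, cut at about 54% in these data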;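 further: plate controls were DMSO wells for no effect and 5 µM unlabelled arrestin peptide for full effect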
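Measured by: flow cytometry, FL1 (488/535 nm); Material: AP2 appendage R879A on GSH beads; Evaluation: percent response; Timing: pre-incubation 12 min, peptide binding 1 h, room temperature; Also added: 50 nM FITC-arrestin peptide; Medium: PBS with 0.05% Tween 20 and 0.1% BSA.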
E coli growth: reduces bacterial viability in AddAB counter-screen; E. coli V3065 growth, OD600 absorbance, 18 h; inhibition, % at 11.9 µM; actives 0.27% (n = 330,000); AID 449728;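 active means inhibition above the campaign's mean inhibition across all tested compounds plus 3 SD, cut at about 9.9% in these data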;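 further: uninfected addAB+ strain grown without phage in ampicillin broth; 0% = DMSO wells and 100% = ciprofloxacin 0.95 µg/ml wells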
SUMO Mot1 rescue: SUMOylation pathway inhibition by Mot1-301 growth rescue; S. cerevisiae Mot1-301 growth rescue, ATP luminescence, 38.5C; percent above DMSO median, 100 means doubled; growth rescue, % at 18.8 µM; actives 1% (n = 320,000); AID 2716;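 active means every valid replicate shows activation above 250% relative to neutral control wells; inactive means the rest, any valid replicate at or below 250%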;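 further: OY570 slx delta 5 strain wells were the positive control but not used for scaling; some compounds called inactive have numbers as strong as hits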
Tat export inh: inhibitors of E. coli Tat protein transport | E. coli MC4100 TorA-mCherry Tat export, fluorescence | inhibition, % at 10 µM | actives 0.036% (n = 340,000) | AID 488895;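 active means mean replicate inhibition at least 50% and at least half of replicates individually reaching 50%; inconclusive means only one of the two criteria met; inactive means neither criterion met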;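 further: exported cargo escapes ClpAP degradation while cytoplasmic cargo is degraded and loses fluorescence; 0% = median of neutral control wells and 100% = median of NaSCN control wells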
OPRM1-OPRD1 ag: OPRM1-OPRD1 heterodimerization agonism; P35372+P41143; cells, luminescence; activation, % at 9.3 µM; actives 0.3% (n = 340,000); in the data active means activation above about 18%;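 further: 0% = vehicle-treated cells and 100% = reference agonist; values of inactives mirror those of a sister screen read the other way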
Target sequence (P35372 whole entry, looked up): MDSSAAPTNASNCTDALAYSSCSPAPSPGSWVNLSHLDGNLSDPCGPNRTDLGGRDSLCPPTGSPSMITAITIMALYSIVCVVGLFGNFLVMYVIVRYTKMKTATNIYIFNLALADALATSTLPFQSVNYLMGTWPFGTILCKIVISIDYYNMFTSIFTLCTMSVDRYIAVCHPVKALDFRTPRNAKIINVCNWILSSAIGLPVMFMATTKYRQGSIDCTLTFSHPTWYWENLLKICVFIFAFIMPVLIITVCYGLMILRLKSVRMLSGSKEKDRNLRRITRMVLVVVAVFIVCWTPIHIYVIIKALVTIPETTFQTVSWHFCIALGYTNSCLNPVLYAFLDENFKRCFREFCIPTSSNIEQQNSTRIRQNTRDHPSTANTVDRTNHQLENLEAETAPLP
Target sequence (P41143 whole entry, looked up): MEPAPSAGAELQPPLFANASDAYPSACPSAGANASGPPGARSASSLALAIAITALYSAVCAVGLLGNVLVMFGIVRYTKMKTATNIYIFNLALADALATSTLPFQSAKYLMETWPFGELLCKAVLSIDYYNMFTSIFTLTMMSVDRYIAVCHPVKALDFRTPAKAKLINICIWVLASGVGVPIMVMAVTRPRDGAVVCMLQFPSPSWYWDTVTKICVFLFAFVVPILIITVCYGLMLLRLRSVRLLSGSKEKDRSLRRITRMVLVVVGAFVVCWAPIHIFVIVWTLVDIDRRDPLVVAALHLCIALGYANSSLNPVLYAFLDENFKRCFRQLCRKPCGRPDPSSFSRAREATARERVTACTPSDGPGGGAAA
OPRM1-OPRD1 inv: inverse agonist of human OPRM1-OPRD1 heterodimerization | P35372+P41143 | AID 504357 | actives 0.21% (n = 340,000) | inhibition, % at 9.3 µM | cell-based MOR-DOR heterodimer luminescence, inverse agonism; in the data active means inhibition above about 22%, passing the limit was not always enough;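 further: 0% = cells with DMSO and 100% = wells without cells with DMSO; values of inactives mirror those of a sister screen read the other way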
PKA-R1A act: PKA-R1A complex activation | P00514+P68181 | PKA-R1A dissociation, Cy5-IP20 fluorescence polarization; scaled: DMSO 0%, 113 µM cGMP 100% | activation, % at 11.4 µM | actives 0.083% (n = 340,000) | AID 504707;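 active means percent activation above the mean of all tested compounds plus 3 SD, cut at about 19% in these data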;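 further: higher means more PKAc released from R1A so a rise in polarization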
PfHsp90 set2: growth inhibition of yeast expressing Plasmodium Hsp90. S. cerevisiae expressing PfHsp90, BacTiter-Glo ATP, 48 h; yeast lacking PDR1 and PDR3 efflux regulators. AID 504621. actives 0.32% (n = 310,000). inhibition, % at 9.4 µM;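 active means every replicate shows inhibition above about 80%, whatever the replicate mean, limit read from the data; inconclusive means mean inhibition reaches the set limit but some replicate falls short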;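 further: 0% = DMSO neutral controls and 100% = 20 µM radicicol positive controls; yeast relying on Plasmodium falciparum Hsp90 in place of its own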
DSG3 Ab inh: blocks pemphigus antibody binding to human desmoglein-3. AID 588358. binding (percent of control), % at 10 µM. DSG3-coupled beads, scFv-anti-DSG3-GFP binding, flow cytometry; active compounds read low. P32926. actives 0.48% (n = 310,000);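 active means binding more than 3 SD below its plate's average and above zero; inconclusive means below that plate limit but binding exactly zero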;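 further: hits lower antibody fragment binding to DSG3; some compounds called inactive have numbers as strong as hits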
An asterisk follows results filed as active; ? = inconclusive; nt = no result given. This is a random part of the collection (roughly 2.8% active in at least one column).

SMILES	phage Ecoli inh	AddAB inh	Arrestin-AP2 inh	E coli growth	SUMO Mot1 rescue	Tat export inh	OPRM1-OPRD1 ag	OPRM1-OPRD1 inv	PKA-R1A act	PfHsp90 set2	DSG3 Ab inh
Cc1ccc(NC(=O)C2C3CCCCC32)cc1[N+](=O)[O-] (centres undefined)	-1.0	-0.1	-5.6	-0.6	-14.6	10.0	3.1	-15.5	-4.5	27.2	93.7
COC(=O)c1cccc(NC(=O)/C=C/c2ccc3c(c2)OCO3)c1	1.6	2.0	12.5	0.1	7.2	-18.5	-0.9	4.7	4.0	-9.6	108.6
Cc1ccc(NC(=O)Cn2cnc([N+](=O)[O-])c2)cc1C	5.5	1.5	12.0	-0.8	-2.3	5.0	0.1	-0.4	-2.7	-2.1	100.8
O=Cc1ccc2cccnc2n1	5.5	-0.4	5.2	0.5	-7.7	-4.8	-1.8	8.6	-12.8	nt	112.0
COCC1CCCN(C(=O)c2cc(COc3ccc4ncccc4c3)on2)C1 (centres undefined)	2.6	3.2	15.1	2.1	-20.3	-3.2	0.2	-1.1	-9.3	8.8	97.4
CCOc1ccccc1NC(=O)NC(=O)N(C)S(=O)(=O)c1ccc(C)cc1	4.1	-0.6	-0.8	-0.4	14.8	1.8	3.2	-22.8	-6.9	0.5	104.8
CCOC(=O)c1c(CN2CCCCC2)n(C)c2cc(Br)c(O)c(CN(C)C)c12	nt	0.0	10.3	-0.5	471.6*	0.0	-1.3	6.9	8.4	0.1	97.6
O=C(Nc1ccccc1NC(=O)NC1CCCCC1)NC1CCCCC1	-0.5	-1.5	29.5	-3.2	nt	3.0	5.9	-31.3	-6.1	34.6	71.7
COc1ccc(C(C)(C)C)cc1NC(=O)Nc1ccc2c(c1)OCO2	4.0	2.2	5.7	1.5	-3.6	6.9	3.6	-18.6	-10.8	85.8*	nt
O=C(O)CC(CNS(=O)(=O)c1cccc2nsnc12)c1ccccc1 (centres undefined)	3.0	3.2	30.6	-0.6	-20.6	-2.3	nt	nt	nt	9.6	40.2*
COc1ccc(NC(=S)NC2CCS(=O)(=O)C2)cc1 (centres undefined)	1.5	5.5	18.9	-1.2	-0.9	-2.9	-0.7	3.9	-2.3	8.3	130.5
O=C(N/N=C/c1cc(O)ccc1[N+](=O)[O-])c1ccc2c(c1)OCCO2	1.7	1.8	15.3	2.0	-3.6	-5.6	0.9	-4.4	-1.1	7.9	93.2
Cc1ccc(-c2c3c([nH]c(=S)c2C#N)CCCC3)o1	1.7	-0.5	-16.8	0.5	-0.1	2.6	-2.3	11.2	7.7	nt	105.3
CN(C)c1ccc(/C=N/NC(=O)CCC(=O)NCc2ccccc2)cc1	1.8	3.5	-2.0	0.3	6.1	-0.7	-2.6	12.8	6.6	-9.7	82.5
O=C1CCCC(=O)N1c1ccc(NCCOCCO)c([N+](=O)[O-])c1	0.8	-0.4	16.8	0.1	-0.7	0.4	-1.0	5.2	7.7	-19.8	94.6
COc1ccc(S(=O)(=O)N2CCCC(C(=O)NC3CCCCC3)C2)cc1 (centres undefined)	-0.5	0.3	-2.2	-0.2	349.6	6.8	-1.1	6.0	1.4	-5.1	112.4
O=C(NCC1COc2ccccc2O1)C1CCN(S(=O)(=O)c2ccc(Cl)cc2)CC1 (centres undefined)	1.8	-0.9	-10.6	-1.4	8.5	3.3	3.2	-13.4	-1.8	9.0	nt
CC(=O)c1cccc(NS(=O)(=O)c2cc(OCC(N)=O)c(C)cc2Cl)c1	0.2	-1.4	6.8	-1.3	5.8	-2.2	-2.4	10.7	0.8	nt	108.6
O=C(CN(Cc1ccc(F)cc1)C(=O)Cn1nnc2ccccc21)NCC1CCCO1 (centres undefined)	0.6	-1.6	6.2	-0.2	-6.4	-5.2	-1.4	8.1	2.1	-24.3	92.0
COCCN(C(=O)c1cc(-c2ccncc2)nc2ccccc12)c1c(N)n(CC(C)C)c(=O)[nH]c1=O	-3.0	1.0	12.9	0.6	-1.2	-3.1	-2.6	13.8	-14.7	-10.9	102.8
CN(C)C=Nc1nonc1-c1ccc(Cl)cc1	0.7	0.9	-5.3	0.4	-13.2	7.0	-1.8	9.2	-10.9	14.2	97.1
O=C(NCCc1ccccc1)c1ccc2nc(N3CCOCC3)sc2c1	2.8	1.5	2.3	1.6	194.6	0.3	0.2	-1.5	-2.7	-0.5	100.4
COc1ccc(CCNC(=O)C2CC(c3ccccc3[N+](=O)[O-])=NO2)cc1 (centres undefined)	1.4	-6.1	6.8	-1.0	5.2	-7.4	-0.5	2.8	10.3	6.1	94.1
Oc1[nH]c(N=C2N=c3ccccc3=N2)c2ccccc12	-2.3	-3.9	-2.0	-6.1	293.3*	-8.3	-0.7	3.1	10.1	26.9	nt
Cc1ccc(S(=O)(=O)/N=C2\C(=O)c3ccccc3C([O-])=C2n2cc[n+](CCC(C)C)c2)cc1	nt	0.2	-3.6	-0.3	1.3	-4.8	5.4	-31.7	0.9	-24.0	122.1

Looked up by structure from the entries so far (2):
SMILES	phage Ecoli inh	AddAB inh	Arrestin-AP2 inh	E coli growth	SUMO Mot1 rescue	Tat export inh	OPRM1-OPRD1 ag	OPRM1-OPRD1 inv	PKA-R1A act	PfHsp90 set2	DSG3 Ab inh
Cc1ccc(NC(=O)Cn2cnc([N+](=O)[O-])c2)cc1C	5.5	1.5	12.0	-0.8	-2.3	5.0	0.1	-0.4	-2.7	-2.1	100.8
O=C(N/N=C/c1cc(O)ccc1[N+](=O)[O-])c1ccc2c(c1)OCCO2	1.7	1.8	15.3	2.0	-3.6	-5.6	0.9	-4.4	-1.1	7.9	93.2

Additional records follow.
SMILES	phage Ecoli inh	AddAB inh	Arrestin-AP2 inh	E coli growth	SUMO Mot1 rescue	Tat export inh	OPRM1-OPRD1 ag	OPRM1-OPRD1 inv	PKA-R1A act	PfHsp90 set2	DSG3 Ab inh
CN(C)S(=O)(=O)n1cc(/C=C(\NC(=O)c2ccccc2)C(=O)NCCCN2CCOCC2)c2ccccc21	-2.7	5.0	1.4	0.3	0.4	0.8	-1.0	5.4	-2.8	5.5	nt
CCc1ccccc1S(=O)(=O)Cc1ccc(C(=O)NCc2ccc3c(c2)OCO3)o1	1.7	3.5	9.9	4.3	79.8	6.7	-0.1	0.5	-11.7	nt	106.2
c1ccc(-c2nc(-c3cccnc3)cs2)cc1	0.9	nt	-2.5	nt	-19.6	9.3	-2.3	11.5	5.8	-43.4	99.3
CN(CC(=O)Nc1cccc(F)c1)CC(=O)N1CCc2ccccc21	1.9	-1.6	-10.9	-1.1	-5.6	-3.9	-2.1	8.1	-3.4	13.1	102.3
COC(=O)C1CCN(C(=O)COC(=O)c2oc3ccccc3c2C)CC1	5.4	-3.1	-3.3	-1.4	-6.5	4.7	-3.3	16.0	-11.5	0.2	96.5
COC(C[C@@H]1O[C@@H]1C(=O)[C@H](C)OCc1ccccc1)OC	2.4	4.7	-0.2	-2.4	7.2	1.6	-0.7	3.9	-1.9	nt	105.8
Cc1cc(C)c(S(=O)(=O)Nc2cccc(/C=C/C(=O)O)c2)c(C)c1	1.6	1.2	-3.8	-0.3	-8.3	21.7	-0.6	3.2	-2.8	8.2	99.9
COc1cccc(CN2CC(C(=O)NCCOc3cccnc3)CCC2=O)c1 (centres undefined)	-1.7	3.6	7.8	0.0	nt	?	-1.6	8.3	-2.6	6.0	99.3
Cc1cc2cc(CN(Cc3nnnn3C3CCCCC3)CC3CCCO3)c(=O)[nH]c2cc1C (centres undefined)	0.2	0.7	-4.3	-2.1	-10.0	4.3	0.8	-4.8	-4.5	-10.2	99.6
Oc1ccccc1CNCc1ccccc1	6.4	-1.7	12.7	-1.0	5.3	9.0	-1.1	5.0	-1.1	-23.1	99.7
Cn1c(=O)[nH]c(=O)c2[nH]c(CO)nc21	0.6	nt	3.9	nt	nt	-5.2	-0.6	2.9	0.9	-2.5	98.7
CC[C@@H]1CCCCc2ccccc2[C@H](C(=O)C[C@@H](O)CC(C)=O)OC1=O	1.7	0.7	9.3	-0.2	11.0	-2.0	-1.2	6.7	-11.6	1.1	95.0
Cc1ccccc1CSCC(=O)Nc1ccccc1F	-0.6	0.9	-7.9	-0.6	-11.0	-4.7	-2.6	12.9	5.9	14.3	123.0
CCc1ccccc1NC(=O)NCc1ccccn1	1.6	0.9	-5.3	-1.7	-3.0	-1.4	-2.2	12.0	2.7	-16.8	101.7
Cc1cc(C)c2c(=O)[nH]c(SCC(=O)N3CCOCC3)nc2n1	6.7	-0.8	-12.4	1.3	30.6	4.9	-1.7	9.7	5.5	-19.0	103.5
CC1(NC(=O)c2cccc(S(=O)(=O)N3CCCc4ccccc43)c2)CCS(=O)(=O)C1 (centres undefined)	2.4	nt	28.9	nt	nt	-7.7	-0.6	4.1	3.3	-3.0	107.6
O=C(Nc1ccc(F)cc1F)NC1CCCCCCC1	2.0	nt	2.9	nt	4.7	2.1	3.4	-18.4	2.3	3.5	113.2
CCN(CC)P(=O)(/C(Cl)=C\Nc1c(C)n(C)n(-c2ccccc2)c1=O)N(CC)CC	2.6	3.2	9.0	0.8	8.1	0.8	1.0	-4.2	-3.0	-2.9	nt
CN(C)C(CNC(=O)c1ccc(Br)cc1)c1ccco1 (centres undefined)	2.0	0.2	-5.2	-0.2	-12.9	-2.2	43.2*	-206.3	4.2	18.9	105.0
C/C(CC(=O)c1ccccc1)=N\NC(=O)CC#N	1.9	3.2	3.3	1.4	48.1	5.2	-1.7	8.6	-0.2	9.3	119.7
Cc1cc(C)nc(N/N=C/c2ccc(N3CCOCC3)cc2)n1	1.9	-0.6	-5.1	0.8	-6.3	21.1	-3.3	15.7	-8.6	-11.1	111.1
c1ccc(-c2oc3ncnc(NCCCn4ccnc4)c3c2-c2ccccc2)cc1	nt	-2.8	4.8	-1.1	3.6	8.7	-3.2	17.9	-15.5	14.3	93.5
O=C(C1CCN(S(=O)(=O)N2CCCCC2)CC1)N1CCCCC1	2.8	2.4	6.1	-2.1	8.1	5.8	-2.0	10.7	0.5	4.4	103.7
O=C(NN1CCOCC1)c1ccc(S(=O)(=O)N2CCCCC2)cc1	0.3	4.9	52.0	-0.2	-3.3	4.2	-1.3	6.4	4.5	nt	110.5
COc1ccc2ccc3cccc[n+]3c2c1	3.1	nt	3.4	nt	nt	-0.7	-2.9	14.2	-1.7	-1.6	155.3
O=S(=O)(Nc1nccs1)c1ccc(Br)cc1	4.3	4.0	17.6	0.6	8.1	-4.2	-0.8	4.0	5.0	-5.9	87.3
CN1CCC(N(C)C(=O)c2ccc(Cl)c(S(=O)(=O)N3CCc4ccccc43)c2)CC1	5.5	-0.7	14.8	1.1	9.8	6.0	1.1	-4.5	-0.2	nt	106.0
